TGFb inhibitor = TGF-b pathway inhibition | HepG2 CAGA-GFP TGF-b/SMAD3 reporter, GFP fluorescence, 18 h; TGF-beta stimulated, 500 pg/mL final | Potency, µM (titrated, usually from 46.1 µM), for the others: at the top dose activity, negative = inhibition, actives largely listed as inhibitors | actives 1.2% (n = 410,000) | AID 588855; further: potency means the concentration at half of the fitted maximal effect; on the % scale 0 is the no-effect control and ±100 the full control effect; nearly all actives have a fitted effect of over 65% in size
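Inhibition was scored as loss of TGF-beta-induced (500 pg/mL final, 18 hours, 37 degrees C) GFP in HEPG2 cells carrying a CAGA-GFP reporter, in DMEM with 1% FBS. Well GFP was summed per cell; Activity was normalised to unstimulated and stimulated DMSO wells, then concentration-response fitting.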
ATXN viability = cell viability loss in ATXN counter-screen; S2 cells (HEK-293 line with an ATXN2-luciferase reporter) viability, CellTiter-Fluor protease fluorescence, 24 h; Potency, µM (highest dose often 56.7 µM), actives largely listed as cytotoxic; actives 0.49% (n = 400,000); further: potency means the concentration at half of the fitted maximal effect; nearly all actives have a fitted effect of over 40% in size
IL2 activator = IL-2 activation; IL-2 activation reporter assay, cell-based qHTS; stimulated with anti-CD3/CD4/CD28 beads; in transgenic mouse T cells; activation, % (series mostly up to about 46 µM); actives 0.065% (n = 360,000); AID 652025; in the data active means activation above about 50%; inconclusive means mostly about 30% to 49%; further: 0% is about no effect
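Unstimulated transgenic mouse T cells preincubated 60 min with compound, then stimulated with anti-CD3/anti-CD4-coated beads plus anti-CD28 for 18 h at 37 degrees C. IL-2 response read as EGFP and DsRed fluorescence by plate cytometry.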
EPAC2 agonist = agonists of human EPAC2 (RAPGEF4) | Potency, µM (titrated, usually from 154 µM), for the others: top-dose activation, usual class: activators | Q8WZA2 | EPAC2 activation, biochemical qHTS; response scale: 100% = 6.5 mM cAMP response | actives 0.079% (n = 360,000); further: potency means the concentration at half of the fitted maximal effect; nearly all actives have a fitted effect of over 50% in size
Target sequence (Q8WZA2 whole entry, looked up): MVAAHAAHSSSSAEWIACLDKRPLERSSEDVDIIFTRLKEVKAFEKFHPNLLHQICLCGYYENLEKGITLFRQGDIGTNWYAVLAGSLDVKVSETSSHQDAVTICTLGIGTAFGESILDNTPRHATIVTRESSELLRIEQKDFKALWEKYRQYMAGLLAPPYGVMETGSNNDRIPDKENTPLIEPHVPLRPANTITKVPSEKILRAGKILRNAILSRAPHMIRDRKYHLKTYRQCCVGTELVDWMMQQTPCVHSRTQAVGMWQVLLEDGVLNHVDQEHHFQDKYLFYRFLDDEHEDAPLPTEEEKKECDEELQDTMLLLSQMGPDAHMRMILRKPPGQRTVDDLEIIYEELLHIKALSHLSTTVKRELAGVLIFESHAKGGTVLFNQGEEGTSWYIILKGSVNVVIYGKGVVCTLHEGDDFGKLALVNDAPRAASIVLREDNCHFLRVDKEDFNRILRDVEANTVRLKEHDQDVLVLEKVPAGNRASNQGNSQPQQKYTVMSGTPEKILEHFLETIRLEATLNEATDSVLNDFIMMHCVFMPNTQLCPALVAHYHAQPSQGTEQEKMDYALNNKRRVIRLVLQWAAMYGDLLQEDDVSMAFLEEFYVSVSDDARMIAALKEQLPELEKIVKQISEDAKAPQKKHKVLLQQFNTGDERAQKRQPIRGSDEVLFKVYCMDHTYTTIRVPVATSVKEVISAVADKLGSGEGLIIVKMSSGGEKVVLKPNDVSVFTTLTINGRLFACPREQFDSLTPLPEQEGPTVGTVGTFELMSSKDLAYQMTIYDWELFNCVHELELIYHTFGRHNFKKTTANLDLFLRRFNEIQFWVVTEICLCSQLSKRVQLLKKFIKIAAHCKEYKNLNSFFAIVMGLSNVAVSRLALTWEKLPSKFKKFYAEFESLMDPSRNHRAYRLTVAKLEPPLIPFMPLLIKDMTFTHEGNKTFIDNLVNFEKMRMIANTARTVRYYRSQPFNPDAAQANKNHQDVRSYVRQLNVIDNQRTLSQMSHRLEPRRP
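Exchange assay: 100 nM EPAC2 with 250 nM Rap1B-BODIPY-GDP and 50 uM GDP. Fluorescence (ex 480/em 540 nm) read every 5 min for 30 min at room temperature. Data normalized to 6.5 mM cAMP as agonist control.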
Nrf2 block = blocks Nrf2 signaling. Potency, µM (titrated, usually from 46 µM), for the others: at the top dose activity change, negative = inhibition, actives largely listed as inhibitors. actives 2.1% (n = 360,000). A549 ARE-Fluc reporter, luciferase luminescence, 18-24 h; further: potency means the concentration at half of the fitted maximal effect; on the % scale 0 is the no-effect control and ±100 the full control effect; nearly all actives have a fitted effect of over 60% in size
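A549 ARE_Fluc cells, 5000/well, 5% FBS OPTI-MEM; compounds in dose-response, 18-24 h at 37 °C/5% CO2; CellTiter-Fluor viability read (Ex 405/Em 525), then BugLite luciferase luminescence = Nrf2 activity.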
Nrf2 ARE act = activates Nrf2 signaling; Potency, µM (top dose mostly 46.1 µM), without a hit: top-dose activation, most hits filed as activators; AREc32 ARE-luciferase reporter (MCF7-derived line), luminescence, 24 h; actives 0.31% (n = 410,000); further: potency means the concentration at half of the fitted maximal effect; % of control where 0% means no effect; nearly all actives have a fitted effect of over 65% in size
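AREc32 cells carrying an ARE-driven firefly luciferase, 1000 cells/well in OPTI-MEM with 5% FBS, dosed after overnight attachment and incubated 24 hr at 37 deg C. Steady-Glo luminescence read after 30 min at RT.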
ATXN2 expr inh = reduces ATXN2 reporter expression in HEK-293 cells | HEK-293 ATXN2-luciferase reporter, luminescence, 24 h | Potency, µM (titrated, usually from 57 µM), without a hit: at the highest dose activity change, negative = inhibition, actives largely listed as inhibitors | actives 0.72% (n = 360,000) | AID 1745845; further: potency means the concentration at half of the fitted maximal effect; on the % scale 0 is the no-effect control and ±100 the full control effect; nearly all actives have a fitted effect of over 55% in size
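qHTS (up to 57 uM final) was run with 24 h compound exposure of reporter cells at 37 °C. Each well was multiplexed: SteadyGlo luminescence measured ATXN2-luciferase expression after a fluorogenic Gly-Phe-AFC viability readout (25 uM final).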
HepG2 tox = HepG2 cytotoxicity, counter-screen for TGF-b inhibitors; HepG2 CAGA-GFP viability, ATP luminescence, 18 h; actives 0.76% (n = 410,000); AID 588856; Potency, µM (series often up to 46.1 µM), for the others: top-dose activity change, negative = cytotoxicity, most hits filed as cytotoxic; further: potency means the concentration at half of the fitted maximal effect; some results filed as inactive show a strong effect at the top dose
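HepG2 CAGA-GFP cells (1000/well, DMEM with 1% FBS) received compound, then TGF-beta at 500 pg/mL final, and were incubated 18 hours at 37 degrees C. Viability was read by CellTiter-Glo luminescence. Media-only wells were set as complete cell-killing and DMSO as no toxicity.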
A549 viability = kills or reduces viability of A549 cells in Nrf2 counter-screen. actives 0.16% (n = 390,000). Potency, µM (top dose mostly 46 µM), for the others: top-dose activity change, negative = cytotoxicity, actives largely listed as inhibitors. AID 504648. A549 ARE-Fluc cells, CellTiter-Fluor viability, 18-24 h; further: potency means the concentration at half of the fitted maximal effect; on the % scale 0 is the no-effect control and ±100 the full control effect
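Cytotoxicity counterscreen: CellTiter-Fluor fluorescence was measured in A549 ARE_Fluc cells after 18-24 h of compound exposure in a concentration series. The subsequent BugLite luminescent read reports ARE-luciferase activity.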
* = called active by the depositor; i = inactive; ? = inconclusive; nt = not tested or not shown; [ ] = dose if it differs, or a comment. Unless noted, the call rests on the fitted dose curve; in most records, active means well fitted curve in the direction sought with a large enough effect; inconclusive means small, poorly fitted or top-dose-only effect, or another doubt; inactive means no such curve, though single readings can be large; an effect the other way counts as inactive or inconclusive. Compounds were not picked by outcome, and some 4.3% of all compounds hit somewhere here.

Results follow in this order: Nrf2 ARE act	ATXN2 expr inh	IL2 activator	EPAC2 agonist	HepG2 tox	Nrf2 block	TGFb inhibitor	ATXN viability	A549 viability
> O=C(Nc1nccs1)C1CCN(S(=O)(=O)c2c(Cl)cccc2Cl)CC1
  -0.3%	-9%	-0.8	0%[15.6 µM]	-19%	16µM*	?	i	-12%
> COc1ccc(OC)c(S(=O)(=O)NCc2cn3ccsc3n2)c1
  -0.5%	-19%[11.3 µM]	-1.7	2%	-2%	-10%	-17%	i	10%
> COc1ccc(-c2nc(SC(C)C(=O)Nc3ccc(NC(C)=O)cc3)n[nH]2)cc1 (configuration not stated)
  2.2%	7%	1.4	1%	-17%	6%	-7%	?	-3%
> O=C(CN1CCOCC1)N1CCN(c2nnc(-c3ccccc3)c3ccccc23)CC1
  -0.3%	-1%	2.8	2%	8%	?	-1%	i	2%
> CCOC(=O)CN(c1sc(C)c(C)c1C(=O)OCC)S(=O)(=O)c1ccc(C)cc1
  4.9%	nt	-3.7	15%	-14%	nt	-5%	i	nt
> OCCNC(=S)NCc1ccccc1
  -0.7%	nt	0.8	5%	-2%	2%	-5%	?	0%
> COc1ccc(N2CCN(C(CNC(=O)C(=O)NCc3cccnc3)c3ccco3)CC2)cc1 (configuration not stated)
  -0.4%	-6%	-1.0	-4%	-3%	7%	-1%	i	-2%
> C[C@H]1CN([C@@H](C)CO)C(=O)CCCn2nncc2CO[C@H]1CN(C)S(=O)(=O)c1cccs1
  -0.4%	-7%	-3.3	14%	-33%	nt	13%	i	nt
> Cc1cc(C)cc(NC(=O)CSc2nnc(CNC(=O)c3cccs3)o2)c1
  -0.3%	1%	-1.9	-2%	-2%	15%	24%	i	-6%
> C=CCn1c(SCC(=O)N(CC)CC)nc(O)cc1=O
  0.1%	2%	-0.2	5%	-8%	nt	-10%	i	11%
> NC(=O)C[N+]1(CC#CC(O)(c2ccccc2)c2ccccc2)CCCC1
  -0.1%	-21%	0.0	14%	-5%	-6%	-2%	i	-7%
> Cc1ccccc1Cn1c(C)c(CNCc2ccccc2)c(C(=O)O)c1C
  0.2%	5%	nt	nt	-2%	-1%	-14%	?	1%
> CCN(CC)CCn1c(NCc2nc3ccccc3n2Cc2ccccc2)nc2ccccc21
  0.0%	?	-1.2	-3%	-52%	15%	?	?	-19%[1.84 µM]
> COc1ccc2nc(NC(=S)NC(=O)c3ccco3)sc2c1
  15%	nt	-1.6	2%	-2%	6%	1%	?	3%
> CCCc1nn2c(=O)cc(CSCC(=O)Nc3ccc(C)cc3)nc2s1
  -0.4%	1%	-0.4	-2%	4%	4%	0%	i	0%
> CCn1c(SCC(=O)Nc2cccc(NC(C)=O)c2)nnc1-c1ccco1
  -0.1%	-9%	-0.7	8%	1%	-22%	0%	i	-4%
> CCc1ccc(NC(=O)CC2C(=O)N(c3cccc(OC)c3)C(=O)N2C2CCCC2)cc1 (configuration not stated)
  0.0%	nt	nt	nt	-20%	-18%	-19%	nt	-11%
> Cc1csc2ncnc(N3CCN(C(=O)Nc4ccc(OC(F)(F)F)cc4)CC3)c12
  3.7%	nt	0.1	8%	-46%	23µM*	?	i	?
> CN(C(=O)C1CCN(S(=O)(=O)c2cccs2)CC1)c1ccccc1
  0.4%	-7%	-2.6	4%	-6%	1%	1%	i	-3%
> C[C@H]1C[C@H]2[C@@H]3CCC4=CC(=O)C=C[C@]4(C)[C@@]3(Cl)[C@@H](O)C[C@]2(C)[C@@]1(O)C(=O)CO
  0.7%	?	-0.8	1%	-25%	0.015µM*	-7%	i	-23%
> CCC(=S)/C=C1\Sc2ccccc2N1CCCS(=O)(=O)O
  -0.1%	-1%	-0.2	1%	-23%	0%	0%	?	-21%
> CCN(CCNC(=O)C1CCN(S(=O)(=O)c2cccc3nsnc23)CC1)c1ccccc1
  -0.4%	-5%	-1.5	8%	-27%	-22%	?	i	9%
> O=C1NC(=S)N/C1=C\c1cccc([N+](=O)[O-])c1
  ?	8%	0.3	3%	-9%	4%	1%	i	-4%
> CCOC(=O)N1C(=O)C[C@](Sc2ccc(C)cc2)(C(=O)OC)[C@H]1c1ccccc1
  11%	-6%	0.8	6%	nt	nt	nt	?	nt
> O=[N+]([O-])c1cccc(S(=O)(=O)NCCc2cccs2)c1
  -0.3%	-2%	-0.3	5%	-6%	-10%	-3%	i	-2%
> Cc1cc2ccccn2c1C(=O)c1cccc(F)c1
  4.7%	9%	-0.9	11%	-4%	10%	?	i	-4%
> CSc1nnc2c3ccccc3n(CCc3ccccc3)c2n1
  0.1%	-37%	-2.9	22%	-18%	1%	-1%	i	nt
> COC(=O)N1CC(C)N(C(=O)OC)CC1C (configuration not stated)
  -0.1%	-3%	0.5	6%	11%	-5%	10%	i	-5%
> CCOC(=O)/C(=N\Nc1ccc(C(C)=O)cc1)c1csc(Nc2ccccc2)n1
  0.5%	-31%	?	-6%	-31%	?	41%[activator]	?	?
> Cc1cccc(-c2nc(S(=O)(=O)c3ccc(F)cc3)c(NCCCN3CCOCC3)o2)c1
  2.3%	-5%	-3.2	14%	-29%	-1%	1%	i	5%

Another view of part of the listing above:
> CSc1nnc2c3ccccc3n(CCc3ccccc3)c2n1
  Nrf2 ARE act: 0.1% | ATXN2 expr inh: -37% | IL2 activator: -2.9 | EPAC2 agonist: 22% | HepG2 tox: -18% | Nrf2 block: 1% | TGFb inhibitor: -1% | ATXN viability: i | A549 viability: nt

> COC(=O)N1CC(C)N(C(=O)OC)CC1C (configuration not stated)
  Nrf2 ARE act: -0.1% | ATXN2 expr inh: -3% | IL2 activator: 0.5 | EPAC2 agonist: 6% | HepG2 tox: 11% | Nrf2 block: -5% | TGFb inhibitor: 10% | ATXN viability: i | A549 viability: -5%

(cont.)
Results follow in this order: Nrf2 ARE act	ATXN2 expr inh	IL2 activator	EPAC2 agonist	HepG2 tox	Nrf2 block	TGFb inhibitor	ATXN viability	A549 viability
> CCCCOc1ccc(C(=O)NN2C(=O)NC3(CCCCC3)C2=O)cc1OC
  0.1%	2%	-1.4	3%	-5%	15%	0%	i	-3%
> O=C(OC1CCCCC1=O)c1ccc(F)c(S(=O)(=O)N2CCOCC2)c1 (configuration not stated)
  -0.8%	8%	-3.0	-3%	3%	7%	?	i	-16%
> Fc1ccc(N2CCN(Cc3cnc(Cl)s3)CC2)cc1
  -0.9%	-17%	-1.4	2%	-2%	?	3%	i	0%
> CCn1nnc(NC(=O)c2ccc([N+](=O)[O-])o2)n1
  ?	25%	0.8	12%	-103%	-14%	?	i	5%
> CCCSc1nnc(Sc2nnnn2-c2ccccc2)s1
  ?	?	-1.6	13%	-35%	-15%	?	?	-5%
> COc1ccccc1N(C(=O)c1ccco1)C(C(=O)NC1CCCC1)c1ccc(N2CCOCC2)cc1 (configuration not stated)
  -0.8%	14%	-1.4	3%	7%	-10%	18%	?	-12%
> COc1ccc(-c2nnc(C3CCN(S(=O)(=O)c4ccccc4)CC3)o2)cc1
  3.7%	?	-3.2	29%	-27%	?	?	nt	-9%
> CCCN(CC(=O)Nc1ccccc1C)C(=O)c1cccc(S(=O)(=O)N2CCc3ccccc3C2)c1
  0.1%	-34%	-0.9	1%	-21%	-18%	0%	?	-19%
> O=C(N[C@@H](Cc1ccccc1)C(=O)NC1CC1)c1ccc(Cl)cc1
  1.6%	12%	-0.2	11%	4%	4%	-3%	i	2%
> CN1CCN(S(=O)(=O)c2ccc(-c3ccccc3)cc2)CC1
  -0.1%	11%	-1.0	-2%	7%	nt	23%	i	12%
> Cc1cccc(N(C)C(=O)CN(C)S(=O)(=O)c2ccc3c(c2)c(=O)n(C)c(=O)n3C)c1
  -0.4%	-8%	-5.3	1%	-1%	18%	9%	i	0%
> CCCCC(=O)N1CCCC(c2nc(-c3cccc(OC)c3)no2)C1 (configuration not stated)
  6.9%	nt	-2.3	3%	-4%	0%	0%	?	-2%
> O=C(NCc1ccccc1)C(=O)Nc1c2c(nn1-c1ccccc1)CSC2
  4.3%	1%	nt	nt	-30%	nt	?	i	1%
> COc1ccc(C(=O)NCC(=O)OCCCOC(=O)CNC(=O)c2ccc(OC)c(OC)c2)cc1OC
  0.2%	2%	-3.3	15%	8%	17%	-2%	i	0%
> C[C@]12c3[nH]c4ccc(Cl)cc4c3CCN1C(=O)[C@@H](CC(=O)NCCCn1ccnc1)C[C@@H]2C(=O)N1CCCCC1
  1.1%	5%	-0.7	-1%	-11%	10%	-26%	i	12%
> NC(=S)Nc1ccc(Oc2ccc(NC(N)=S)cc2)cc1
  -0.7%	-15%	-2.3	16%	-1%	-24%	23%	i	1%
> O=C(NCCC1=CCCCC1)C1CCN(S(=O)(=O)c2cccs2)CC1
  -0.6%	7%	-2.8	8%	5%	nt	8%	i	2%
> N=C1C(=O)OCC1c1ccccc1NC(=O)c1ccccc1 (configuration not stated)
  0.0%	0%	-1.7	3%	11%	5%	0%	i	0%
> COc1cc(NC(=O)Nc2ccc(C)cc2)cc([N+](=O)[O-])c1
  2.6%	13%	-5.0	2%	-57%	?	?	i	-12%
> COc1ccc(-n2cc(CN(C)CCO)c(-c3cccc(F)c3)n2)cc1
  1.1%	nt	0.1	4%	-27%	9%	1%	i	-5%
> COc1ccccc1NS(=O)(=O)c1cccc(C(=O)N/N=C(/C)c2ccc(-n3ccnc3)cc2)c1
  5.1%	-6%	-5.2	5%	-27%	?	?	i	-7%
> O=C(Nn1cnnc1)c1cc2cc(Br)ccc2oc1=O
  3.2%	-4%	-1.5	13%	3%	-11%	-8%	i	1%
> Cc1nc(SCC(=O)NCC2CCCO2)c2oc3ccccc3c2n1 (configuration not stated)
  0.5%	4%	-0.7	10%	-3%	1%	-5%	i	16%

Screening results as filed in PubChem.
